Screening results from PubChem BioAssay.
Tau fibril ThT – blocks human tau fibril formation measured by thioflavin T. P10636. recombinant tau K18 P301L (four-repeat tau fragment), heparin-induced fibrillization, ThT fluorescence. Potency, µM (highest dose often 57.4 µM), for inactives: at the highest dose activity, negative = inhibition, hits mostly inhibitors. hit rate 2.1% among 270,000; further: on the % scale 0 is the no-effect control and ±100 the full control effect; nearly all actives have a fitted effect of over 55% in size
Target sequence (P10636 561-689 P618L limits assumed): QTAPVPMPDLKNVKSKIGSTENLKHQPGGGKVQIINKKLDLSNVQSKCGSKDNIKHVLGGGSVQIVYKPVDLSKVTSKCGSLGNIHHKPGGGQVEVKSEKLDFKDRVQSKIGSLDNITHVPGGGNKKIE
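Aggregation was driven by heparin (20 uM final) acting on recombinant tau […] bearing P301L in 100 mM sodium acetate pH 7; fibrils were detected with Thioflavin T.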
SMN2 splice enh – SMN2 splice variant enhancement; HEK293 SMN2-luciferase splicing reporter, luminescence, 30-36 h; Potency, µM (highest dose often 46.1 µM), for the others: top-dose activity change, positive = activation, usual class: activators; hit rate 2.8% among 210,000; AID 1458; further: % of control where 0% means no effect; nearly all actives have a fitted effect of over 55% in size
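qHTS luciferase splicing reporter: luminescence rises when SMN2 exon 7 is included in transfected HEK293 cells. Compound exposure lasted 30-36 h at 37C, with 4.5 mM final sodium butyrate as control, followed by a ONE-Glo read.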
Numbers without * were called inactive; u = inconclusive; [ ] = dose if it differs, or a comment. The call rests on the fitted dose curve; in most records, active means well fitted curve in the direction sought with a large enough effect; inconclusive means small, poorly fitted or top-dose-only effect, or another doubt; inactive means no such curve, though single readings can be large; an effect the other way counts as inactive or inconclusive. Potency means the concentration at half of the fitted maximal effect. This is a subset (hit frequency here may not be typical).

SMILES | Tau fibril ThT | SMN2 splice enh
CCCCN(CC)CCCNC(=O)Cn1ncc2c3ccccc3n(Cc3ccccc3F)c2c1=O | -4% | 9%
COc1ccc(Nc2nc(C)nc(N)c2S(=O)(=O)c2ccccc2)cc1 | 13% | 6%
CCOc1ccc(C(=O)Nc2cc(-c3nc4ccccc4o3)ccc2C)cc1Cl | -14% | -11%
CCOC(=O)N[C@H](Cc1c[nH]c2ccccc12)C(=O)Nc1cccc(Cl)c1 | 5% | -1%
CC(=O)Nc1ccc(-n2c(CCC(=O)O)ccc2-c2ccc(Br)cc2)cc1 | -21% | 0%
Cc1ccc(-n2nc(C(=O)N3CCN(c4cccc(C(F)(F)F)c4)CC3)c3c4ccccc4n(C)c3c2=O)cc1 | 6% | -12%
CCCCOc1ccc(-c2nn(-c3ccccc3)cc2C2NC(=O)NC(C)=C2C(=O)OCC)cc1 (stereo not drawn) | u | -1%
O=C(O)c1cccc(NC(=O)c2cc3cc(Br)cc(Br)c3oc2=O)c1 | u | -4%
COc1ccc(CCNC(=O)Cn2nc(C)n3c(cc4cc(F)ccc43)c2=O)cc1OC | 0% | -9%
CCC1CCCCN1CC(=O)N1CCCc2c1c(=O)oc1ccc(OCc3ccccc3)cc21 (stereo not drawn) | -15% | -36%[inhibitor]
CCn1c(NCc2ccc(OC)c(OC)c2)nc2ccccc21 | 4% | -39%[inhibitor]
O=C(Cn1c(=O)oc2cc(S(=O)(=O)N3CCCCCC3)ccc21)Nc1ccc(F)cc1F | 13% | -4%
CC(C)c1ccc(NS(=O)(=O)c2ccc3nc(-c4ccccc4)[nH]c3c2)cc1 | u | -25%
CCN1CCN(Cc2c(O)ccc3oc(C)c(C(=O)Nc4ccc(OC)cc4)c23)CC1 | -11% | 6%
Cc1cc(Br)ccc1NC(=O)Cn1cc(S(=O)(=O)N2CCN(c3ccccc3F)CC2)c2ccccc2c1=O | 5% | 0%
COc1ccccc1-c1cc(C(F)(F)F)nc(S(=O)(=O)CCCC(=O)Nc2cc(OC)c(OC)c(OC)c2)n1 | -9% | -3%
O=C(CN1CCN(Cc2ccccc2Cl)C1=O)NCCc1ccc(Cl)cc1 | -6% | 0%
COCCCNC(=O)CCc1c(C)nc2nc(-c3cc(OC)cc(OC)c3)nn2c1C | -5% | -3%
CCC(Sc1ncnc2sc3c(c12)CCCC3)C(=O)OCC(C)C (stereo not drawn) | u | -15%
Cc1nc2c(C(=O)NCCc3ccc(Cl)cc3)c[nH]n2c(=O)c1Cc1ccccc1F | u | -5%

A draw from above in order of SMILES length, lowest first:
SMILES | Tau fibril ThT | SMN2 splice enh
CCn1c(NCc2ccc(OC)c(OC)c2)nc2ccccc21 | 4% | -39%[inhibitor]
CCC(Sc1ncnc2sc3c(c12)CCCC3)C(=O)OCC(C)C (stereo not drawn) | u | -15%
O=C(CN1CCN(Cc2ccccc2Cl)C1=O)NCCc1ccc(Cl)cc1 | -6% | 0%
CCOc1ccc(C(=O)Nc2cc(-c3nc4ccccc4o3)ccc2C)cc1Cl | -14% | -11%
CC(=O)Nc1ccc(-n2c(CCC(=O)O)ccc2-c2ccc(Br)cc2)cc1 | -21% | 0%
COCCCNC(=O)CCc1c(C)nc2nc(-c3cc(OC)cc(OC)c3)nn2c1C | -5% | -3%
CCOC(=O)N[C@H](Cc1c[nH]c2ccccc12)C(=O)Nc1cccc(Cl)c1 | 5% | -1%
CC(C)c1ccc(NS(=O)(=O)c2ccc3nc(-c4ccccc4)[nH]c3c2)cc1 | u | -25%
Cc1nc2c(C(=O)NCCc3ccc(Cl)cc3)c[nH]n2c(=O)c1Cc1ccccc1F | u | -5%
O=C(Cn1c(=O)oc2cc(S(=O)(=O)N3CCCCCC3)ccc21)Nc1ccc(F)cc1F | 13% | -4%
CCCCOc1ccc(-c2nn(-c3ccccc3)cc2C2NC(=O)NC(C)=C2C(=O)OCC)cc1 (stereo not drawn) | u | -1%
Cc1cc(Br)ccc1NC(=O)Cn1cc(S(=O)(=O)N2CCN(c3ccccc3F)CC2)c2ccccc2c1=O | 5% | 0%
COc1ccccc1-c1cc(C(F)(F)F)nc(S(=O)(=O)CCCC(=O)Nc2cc(OC)c(OC)c(OC)c2)n1 | -9% | -3%
Cc1ccc(-n2nc(C(=O)N3CCN(c4cccc(C(F)(F)F)c4)CC3)c3c4ccccc4n(C)c3c2=O)cc1 | 6% | -12%

The list continues:
SMILES | Tau fibril ThT | SMN2 splice enh
Cc1nc2c(-c3ccccc3)c(C)nn2c(C)c1CCC(=O)NCc1ccccc1Cl | 1% | -7%
CCCCSc1nnc2n(-c3ccc(OC)cc3)c(=O)c3c4c(sc3n12)COC(C(C)C)C4 (stereo not drawn) | -5% | 3%
Cn1c(=O)n(C)c2cc(N3CCOCC3)c(NC(=O)c3c(F)cccc3F)cc21 | -15% | 2%
COc1ccc(NC(=O)CCc2nc3cccnc3n2-c2ccccc2)cc1Cl | -4% | -19%
Cc1c(O)nc(SCC(=O)Nc2ccc(Cl)cc2Cl)n(-c2ccc(F)cc2)c1=O | -12% | -8%
CCC(=O)N1CCc2cc(S(=O)(=O)NC(C(=O)NCCc3ccc(Cl)cc3)C(C)C)ccc21 (stereo not drawn) | 4% | -18%
COc1ccc(C2CC(=O)Nc3c2c(=O)[nH]c2nc4ccccc4n32)cc1 (stereo not drawn) | -8% | -5%
COc1cc(CN(C(=O)c2ccc(C)cc2)C2CCS(=O)(=O)C2)cc(OC)c1OC (stereo not drawn) | -3% | 1%
Cc1noc(C)c1S(=O)(=O)N(CC(=O)Nc1ccc(F)cc1F)c1ccc(C(C)C)cc1 | -9% | -41%[inhibitor]
O=C(NCc1cccc(Cl)c1)C1CCN(C(=O)c2sccc2-n2cccc2)CC1 | -7% | -6%
CSc1ccc(CCNC(=O)c2cnn(-c3ccccc3)c2-n2cccc2)cc1 | u | -7%
COc1cccc(C2C(C(=O)Nc3ccccc3)=C(C)Nc3nc(-c4ccccc4)nn32)c1 (stereo not drawn) | -8% | 4%
O=C(CSc1oc(-c2ccccc2)nc1S(=O)(=O)c1ccccc1)c1ccccc1 | -5% | -10%
Cc1ccc2c(c1)-c1nc(-c3ccc4c(c3)NC(=O)CO4)cc(-c3ccc(F)cc3)c1CO2 | 4% | 2%
CCOC(=O)C1CCN(c2cc3c(cc2NC(=O)c2ccccc2Cl)n(C)c(=O)n3C)CC1 | u | 1%
Cc1ccc(-n2nc(C(=O)Nc3ccc(F)cc3F)c3c4ccccc4n(C)c3c2=O)cc1 | 1% | 2%
Cc1ccc(S(=O)(=O)Nc2cc3c(cc2Cl)n(C)c(=O)c(=O)n3C)cc1 | u | -6%
Clc1ccc(-c2ccc(CNCCSc3nnnn3-c3ccccc3)o2)cc1 | u | 1%
CCOC(=O)c1ccc(NC(=O)C(Cc2ccccc2)NS(=O)(=O)c2ccc(Br)s2)cc1 (stereo not drawn) | 7% | -5%
Cc1ccc(N2CC(C(=O)Nc3ccc(Cl)cc3Cl)CC2=O)cc1 (stereo not drawn) | -6% | 6%
Cc1nc2c(C(=O)NCCc3ccccc3)c[nH]n2c(=O)c1Cc1ccccc1F | u | 14%
Cc1ccc(-c2nc(-c3cc4c([nH]c3=O)CC(C)(C)CC4=O)sc2C)cc1 | -7% | 3%
CCOC(=O)c1ccc(NC(=O)CC2C(=O)N(c3ccc(C)cc3)C(=O)N2C2CCCCC2)cc1 (stereo not drawn) | 15% | 8%
CCc1ccc(N2C(=O)CC(c3cc(OC)ccc3OC)C3=C2COC3=O)cc1 (stereo not drawn) | -18% | -12%
O=c1c2sc3ccccc3c2n(Cc2ccccc2F)c(=O)n1-c1ccccc1Cl | 4% | 11%
CCn1cc(C(=O)N(C)Cc2ccccc2)c(=O)c2cc(S(=O)(=O)N3CCCCC3)ccc21 | 3% | -2%
CC(C)NC(=O)c1ccc(CSc2nc3ccncc3n2Cc2cccc(F)c2)cc1 | 6% | -2%
COc1ccc2oc(-c3ccc(NC(=O)c4ccc(Cl)cc4Cl)cc3)nc2c1 | u | -12%
COc1cc(NC(=O)Cn2ccc3ccccc3c2=O)cc(OC)c1OC | -8% | 4%
COc1ccc(C(=O)COC(=O)c2cccc(NC(=O)c3ccc(OC)c(OC)c3)c2)cc1 | -1% | -2%
CCN(C(=O)c1cc2c(=O)oc3ccccc3c2s1)c1ccc(C)c(C)c1 | u | 7%
COc1cc(OC)cc(-c2nnc(SCC(=O)N3CCC(C)CC3)o2)c1 | -16% | -18%
O=C(COc1ccccc1Cl)Nc1nc(-c2ccc(F)cc2)ns1 | 9% | 2%
CCOc1ccccc1C(=O)NC1(C(F)(F)F)C(=O)Nc2c1c(=O)[nH]c(=O)n2-c1ccccc1 (stereo not drawn) | -6% | 0%
O=C(Nc1ccc(OCc2cc(=O)n3c4c(sc3n2)CCCC4)cc1)c1cccc(F)c1 | u | -7%
COc1cccc(CNC(=O)Cc2c(C)c3ccc(OC)c(C)c3oc2=O)c1 | 0% | 0%
O=C(Cn1c(=O)nc(-c2ccccc2)c2cc(Cl)ccc21)Nc1ccc(F)c(Cl)c1 | 4% | 0%
CC1CCCCN1C(=O)CSc1nnc(-c2ccccc2Cl)o1 (stereo not drawn) | -7% | -18%
CC(C)NC(=O)CSc1nc2ccccc2nc1N1CCCCC1 | -4% | -2%
CCCCN1C(=O)C(NC(=O)c2ccc(C(C)(C)C)cc2)(C(F)(F)F)C(C(=O)OC)=C1C (stereo not drawn) | -13% | -7%

Taken from above.
In SMN2 splice enh, CC(C)NC(=O)CSc1nc2ccccc2nc1N1CCCCC1 has the entry -2%
In SMN2 splice enh, CCN(C(=O)c1cc2c(=O)oc3ccccc3c2s1)c1ccc(C)c(C)c1 has the entry 7%

More entries:
SMILES | Tau fibril ThT | SMN2 splice enh
COc1ccc(C2CC(=O)c3cc(-c4nc(-c5cccc([N+](=O)[O-])c5)cs4)c(=O)n(-c4cc(C)cc(C)c4)c3C2)cc1 (stereo not drawn) | -9% | 8%
Cc1ccc(C)c(NC(=O)CN(CCc2ccccc2)S(=O)(=O)c2ccccc2)c1 | -3% | -15%
CC1CCCCN1C(=O)c1ccc2c(c1)N(Cc1ccc(F)cc1)C(=O)c1ccccc1S2(=O)=O (stereo not drawn) | -3% | -8%
Cc1cccc(N2CCN(C(=O)Cn3nc(Cc4cccnc4)c4ccccc4c3=O)CC2)c1C | -17% | -17%
Cc1ccc(C)c(N2CCN(C(=O)C3CCCN(S(=O)(=O)c4ccc5c(c4)oc(=O)n5C)C3)CC2)c1 (stereo not drawn) | 2% | -71%[inhibitor]
CC1CCCN(Cc2c(O)ccc3c(=O)c(Oc4ccccc4Cl)c(C(F)(F)F)oc23)C1 (stereo not drawn) | 0% | 3%
Cc1coc2cc3oc(=O)c(CC(=O)NCc4ccccc4)c(C)c3cc12 | 6% | 0%
O=C(c1cc2c(Cl)nc3ccccc3c2s1)N1CCCCC1 | -12% | 15%
O=C(CCS(=O)(=O)c1nc(-c2cccs2)cc(C(F)(F)F)n1)Nc1ccc(F)c(Cl)c1 | 3% | 11%
CCc1ccc(NC(=O)c2cc3nc(-c4ccc(C)cc4)cc(C(F)(F)F)n3n2)cc1 | -18% | 6%
CCN(CC)c1nc2c(-c3cccc(Br)c3)nnn2c2ccccc12 | u | 3%
COc1ccc(-c2oc3ncn4nc(-c5ccc(Cl)cc5)nc4c3c2-c2ccc(OC)cc2)cc1 | 4% | -12%
NCCCCCc1nnc(SCc2ccc(F)cc2)o1 | -8% | -3%
COc1ccc(-n2c(CC3C(=O)Nc4ccc(C)cc43)nc3ccccc3c2=O)cc1 (stereo not drawn) | -5% | 5%
Cc1ccc(NC(=O)C2CCN(S(=O)(=O)c3c(C)noc3C)CC2)c(C)c1 | -4% | -11%
Cc1ccc(NC(=O)Cn2cc(C(=O)C3CC3)c3ccccc32)cc1C | 7% | -11%
CCn1c(CNC(=O)C23CC4CC(CC(C4)C2)C3)nnc1SCC(=O)Nc1ccc(C)cc1 | -9% | -4%
Cc1c(C2=CCN(S(=O)(=O)c3cccc(Cl)c3)CC2)c2ccccc2n1CC(=O)N1CCCC1 | 1% | -17%
CN(C)CCCNc1cc(N2CCN(C3CCCCC3)CC2)c2noc3c2c1C(=O)c1ccccc1-3 | 3.5µM* | -22%
COc1ccc(NC(=O)Cn2c(=O)n(-c3ccccc3)c(=O)c3c4c(sc32)CCCC4)cc1 | u | -1%
CC1=C(C(=O)Nc2ccc(F)cc2)C(c2ccc(N(C)C)cc2)NC(=O)N1 (stereo not drawn) | -3% | 11%
Cc1ccc(C2NC(=O)c3n[nH]c(-c4cccs4)c32)cc1 (stereo not drawn) | -1% | -12%
COc1ccc(CNC(=O)c2c(O)nc3cc(C)ccn3c2=O)cc1 | 3% | -8%
COc1ccc(S(=O)(=O)c2cnc3ccc(Cl)cc3c2N2CCCCC2C)cc1 (stereo not drawn) | -7% | -40%[inhibitor]
CCN(CC)S(=O)(=O)c1ccc2c(c1)N(CC(=O)NCCc1ccccc1)C(=O)CO2 | -5% | u
Cc1cccc(NC(=O)C2CCCN(S(=O)(=O)c3ccc4c(c3)oc(=O)n4C)C2)c1C (stereo not drawn) | 0% | 4%
N#Cc1nc(/C=C/c2ccc(F)cc2)oc1N1CCCCCC1 | -17% | -1%
COc1ccccc1/C=C(\C#N)C(=O)NCC1CCCO1 (stereo not drawn) | 0% | -5%
CN(CC(=O)Nc1ccc(Cl)cc1F)S(=O)(=O)c1ccc2c(c1)n(C)c(=O)c(=O)n2C | u | 4%
Cc1ccc(-c2cc3ncc4c(n3n2)-c2cc(F)ccc2OC4)cc1 | 3% | 7%
